Screening data from PubChem BioAssay.
Insulin prom up: MIN6 insulin promoter up-regulation | MIN6 insulin promoter-GFP reporter, high-content imaging; active compounds read high | z-score at 5 µM | 190,000 tested, 0.3% active | AID 1625;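 active = z-score above 3 at 5 µM with at least 500 cells counted in the well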
Myeloid diff 2: myeloid differentiation induction. ER-HoxA9 myeloid progenitors, lysozyme-GFP differentiation, flow cytometry. calls only at 10 µM. 360,000 tested, 1% active;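 active = normalized GFP-positive differentiation at or above the plate's own cutoff, the solvent-only control mean plus 3 SD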;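 also: cells exposed to compound for four days before flow analysis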
TNAP activation fold: human TNAP enzyme activators, primary screen, biochemical, luminescent, no phosphate acceptor, uHTS (AID 1001); purified TNAP, luminescent activation assay, no phosphate acceptor; higher activation fold means a stronger effect; one-dose activation fold at 20 µM; EC50 in µM for titrated hits; 200,000 tested, 0.03% active; in the data active = activation fold from about 3, or a potency from the dose series; inactive = the rest, 99 in 100 with activation fold below about 1.6; also: many of its hits are not listed in these tables
Dynein cargo inh: blocks dynein driven cargo transport along microtubules; 3617.4 mouse cells, GR-EGFP nuclear translocation imaging; test concentration mostly 20 µM; stimulated with dexamethasone, 1 µM; active compounds read low; z-score, hits read low; 220,000 tested, 0.47% active;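 active = plate z-score of nuclear minus cytoplasmic receptor signal below a set negative limit, without overly bright fluorescence or cell loss, cut at about -3.5 in these data, passing the limit was not always enough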;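 also: z-score of nuclear minus cytoplasmic ring GR-EGFP intensity difference per well; some compounds called inactive have numbers as strong as hits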
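medium = tetracycline-free induction medium containing charcoal-stripped FBS | probe or stimulus = dexamethasone, 1.0 µM final | timing = 48 h induction, then 1 h compound, then 30 min agonist, 37 °C | detection = automated 10x imaging of fixed Hoechst-stained cells | read-out basis = nuclear versus cytoplasmic GR-EGFP signal, averaged per well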
human PMI inhibition: MPI enzyme activity inhibition – biochemical, fluorescence intensity, coupled assay, primary screen (AID 1209) | purified PMI enzyme, coupled fluorescence intensity; higher % means a stronger effect | inhibition, % at 20 µM; hits with a dose series show IC50 in µM | 190,000 tested, 0.42% active; in the data active = inhibition above about 50%;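 also: plate controls were DMSO vehicle for no effect and wells lacking substrate for full effect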
MT stabilizer: stabilizes microtubules in HeLa cells; HeLa tubulin immunostaining HCS, 24 h; share of cells brighter than vehicle mean+2SD; % tubulin-high responders, % at 10 µM; 200,000 tested, 0.83% active; AID 2205;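 active = plate Z-score above 3 for both tubulin-high and condensed-nucleus cell shares, with cell loss under 80%, at 10 µM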;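 also: anti alpha tubulin signal scored within the nucleus-defined area of each cell; some results filed as inactive read as strong as hits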
T cell modulator: T cell immune modulation candidate. 330,000 tested, 0.068% active. 2C CD8+ T cell-vesicle binding, flow cytometry; active compounds read low. calls only at 7 µM;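 active = response, share of CD8 T cells binding vesicles, and their 90th percentile fluorescence all below set limits, cut at about 80% in these data, passing the limit was not always enough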
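Assay system: 2C TCR transgenic mouse naive CD8+ T cells, MACS-purified | Read-out: CD8+ gate FL2 mean fluorescence as % of same-row positive control | Signal: High-throughput flow cytometry with anti-B7-1 and anti-CD8 staining | Timing: Binding step 1.5 h, 37 °C, antibody labelling 20 min, ice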
Lipid droplet: hepatic lipid droplet formation modulation | inhibition, % at 6.5 µM | 240,000 tested, 0.4% active | AID 1656 | AML12 mouse hepatocytes, oleate lipid droplets, BODIPY imaging;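 active = lipid droplet intensity inhibited by at least 50%, with more than 500 cells counted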
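Technique: fluorescence imaging, 20x objective, two fields per well / Assay system: AML12 hepatocytes (mouse) / Measure: % inhibition of lipid droplet signal / Doses: 6.5 µM single-point dosing / Incubation: overnight exposure / Reagent: 100 µM oleic acid challenge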
b-catenin transl: alters nuclear translocation of beta-catenin in HeLa cells | immunofluorescence imaging | nuclear translocation activity, % at 5 µM | 190,000 tested, 0.3% active | AID 1665;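 active = nuclear translocation activity above 50% at 5 µM, with a well cell count of 50 or more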;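 also: per-cell ratio of nuclear to cytoplasmic median beta-catenin stain intensity; plate controls were DMSO negative control for no effect and GSK-3 inhibitor IX positive control for full effect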
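Test system: human HeLa cell line; Doses: 5 µM primary, 0.02–20 µM confirmation; Incubation: 24 h compound exposure, 37°C; Detection: beta-catenin immunofluorescence imaging with DAPI; Read-out: beta-catenin nuclear/cytoplasmic ratio, % activation.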
Dynein cargo inh cytoplasmic EGFP: second read-out of Dynein cargo inh, no call of its own (marks repeat the call); z-score; measured here: cytoplasmic GR-EGFP intensity; active compounds read high
Dynein cargo inh nuclear GR-EGFP: second read-out of Dynein cargo inh, no call of its own (marks repeat the call); z-score; measured here: nuclear GR-EGFP intensity;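 lower value marks the stronger effect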
Dynein cargo inh cell count: second read-out of Dynein cargo inh, no call of its own (marks repeat the call); z-score; measured here: cell count per field
Insulin prom up cell count: recorded beside Insulin prom up, whose call it bears; cell count; measured here: cytotoxicity, nuclei count;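 total cells summed across four imaged fields per well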
Lipid droplet cells 6.5 µM: also measured in Lipid droplet; calls as there; cell count; measured here: cell count, cytotoxicity flag;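 cells counted across two imaged fields per well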
b-catenin transl cell count 5 µM: further read-out of b-catenin transl, marked with its call; cell count; measured here: cell count, cytotoxicity flag
T cell modulator vesicle-bound %: second read-out of T cell modulator, no call of its own (marks repeat the call); double positive events, %; measured here: CD8+ vesicle-bound cell fraction;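 binding gate set so that unloaded-vesicle control wells show 10% double positive cells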
MT stabilizer Hoechst-high %: second read-out of MT stabilizer, no call of its own (marks repeat the call); % Hoechst-high responders; measured here: nuclear condensation Hoechst responders;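 share of cells brighter than vehicle mean plus two SD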
MT stabilizer cytotoxicity %: also measured in MT stabilizer; calls as there; toxicity, %; measured here: cytotoxicity by cell density;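 0% = mean cell density of plate MIN control wells and 100% = no cells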
Myeloid diff 2 GFP+ MAC1+ %: recorded beside Myeloid diff 2, whose call it bears; GFP+ MAC1+ double positive, %; measured here: differentiation confirmed by MAC1 staining
Active calls of the source: *; i = inactive; / = not tested or not shown.

1	COc1cc(OC)c2ccc(=O)oc2c1C(CC(=O)N1CCN(c2ccccc2)CC1)c1ccc2c(c1)OCO2 (stereo not drawn)
2	COC(=O)c1cc2cc(Cl)ccc2nc1SC
3	CCOC(=O)N1CCC(N(CCN(C)C)C(=S)Nc2cccc(C)c2)CC1
4	C/C(=N\Nc1cccc(Cl)c1)c1ccncc1
5	Cn1ccc(=S)c2ccccc21
6	O=C1CC(=O)Nc2cc(S(=O)(=O)N3CCN(c4cccc(C(F)(F)F)c4)CC3)ccc2N1
7	CC(C(=O)OCC(=O)Nc1cccc(S(=O)(=O)N(C)C)c1)N1C(=O)c2ccccc2C1=O (stereo not drawn)
8	O=C(CC1Nc2ccccc2NC1=O)NCC1COc2ccccc2O1 (stereo not drawn)
assay / entry	1	2	3	4	5	6	7	8
Insulin prom up	/	-0.38	0.22	-0.99	/	1.2	0.24	0.37
Insulin prom up cell count	/	1325	1439	1215	/	1193	1182	1315
Myeloid diff 2	i	i	i	i	i	i	i	i
Myeloid diff 2 GFP+ MAC1+ %	1.0	0.8	0.8	0.8	0.5	0.7	0.7	0.9
TNAP activation fold	/	/	1.1	1	1.1	1.1	1	1.1
Dynein cargo inh	0.44	-0.089	1.3	-0.029	-0.014	-0.21	1.4	-0.59
Dynein cargo inh cytoplasmic EGFP	-0.78	-0.27	-0.15	-0.27	-0.11	-0.13	0.011	-0.25
Dynein cargo inh nuclear GR-EGFP	0.23	-0.093	0.77	0.27	0.086	0.17	1.1	0.014
Dynein cargo inh cell count	-0.0076	0.14	-2.3	-0.019	0.29	-0.58	-2.9	0.15
human PMI inhibition	/	/	13%	-75%	-57%	4%	-2%	6%
MT stabilizer	/	/	1.5	5.1	2.8	22*	4.4	3.1
MT stabilizer Hoechst-high %	/	/	2.6	4.5	2.8	10*	3.4	1.6
MT stabilizer cytotoxicity %	/	/	3.5	6.2	1.1	37*	10	6.6
T cell modulator	i	i	i	i	i	i	i	i
T cell modulator vesicle-bound %	59	24	21	31	49	40	37	50
Lipid droplet	7	11	-2	23	11	6	4	/
Lipid droplet cells 6.5 µM	650	703	690	572	732	622	642	/
b-catenin transl	-1.9	-3.7	3.3	-3.0	-0.9	-0.9	1.6	-2.3
b-catenin transl cell count 5 µM	1176	1227	1106	1089	1122	1126	1011	940

9	COc1ccc(NC(=O)OCCN2CCN(Cc3ccccc3)CCC2=O)cc1
10	Clc1ccc(OCCSc2ncccn2)cc1
11	CN(CC(=O)NCc1ccncc1)S(=O)(=O)c1ccc(Cl)cc1
12	O=C(CN1/C(=C(/O)c2ccccc2)C(=O)c2ccccc2S1(=O)=O)c1ccccc1
13	COc1ccccc1-n1cc(C(=O)N2CCCC(CO)(Cc3ccccc3C)C2)cn1 (stereo not drawn)
14	Cn1c(=O)n(C)c2cc([N+](=O)[O-])c(N3CCN(S(C)(=O)=O)CC3)cc21
15	CCOc1ccc2c(c1)C(c1ccccc1)=NNC(c1ccccc1)=N2
16	CCn1cc(C(=O)O)c(=O)c2cc(F)c(N3CCN(C(=S)NC(=O)c4cccc(F)c4)CC3)cc21
assay / entry	9	10	11	12	13	14	15	16
Insulin prom up	0.2	-0.52	0.31	/	-0.44	0.79	0.13	-0.81
Insulin prom up cell count	1317	823	1421	/	1425	1042	1063	922
Myeloid diff 2	i	i	i	i	i	i	i	i
Myeloid diff 2 GFP+ MAC1+ %	1.5	0.6	0.4	0.3	0.6	0.2	0.1	1.2
TNAP activation fold	1.1	1	1.1	1	1.1	1.1	1.1	/
Dynein cargo inh	0.78	-0.24	-0.24	2.1	1.3	-0.74	1.4	-2.8
Dynein cargo inh cytoplasmic EGFP	-0.29	1.2	-0.22	-0.081	-0.12	-0.0097	-0.23	0.041
Dynein cargo inh nuclear GR-EGFP	0.67	0.21	0.46	0.54	0.57	-0.053	0.65	-1.1
Dynein cargo inh cell count	0.18	0.35	0.46	-0.28	-0.54	-0.2	-0.97	-0.086
human PMI inhibition	-12%	10%	-1%	7%	4%	-7%	-6%	/
MT stabilizer	2.6	2.8	3.9	0.8	2.7	1.5	3.7	/
MT stabilizer Hoechst-high %	1.5	1.2	2.1	0.8	1.8	1.9	3.1	/
MT stabilizer cytotoxicity %	9.5	5.1	7.5	14	6.5	5.4	5.3	/
T cell modulator	i	i	i	i	i	i	i	i
T cell modulator vesicle-bound %	16	29	21	13	28	39	43	24
Lipid droplet	19	-11	2	8	-21	2	-2	-5
Lipid droplet cells 6.5 µM	761	673	677	823	708	744	746	708
b-catenin transl	/	2.4	-5.4	/	0.8	1.6	-0.8	-0.5
b-catenin transl cell count 5 µM	/	1078	1101	/	989	453	981	1362

Pulled one by one from above:
1	COc1cc(OC)c2ccc(=O)oc2c1C(CC(=O)N1CCN(c2ccccc2)CC1)c1ccc2c(c1)OCO2 (stereo not drawn)
15	CCOc1ccc2c(c1)C(c1ccccc1)=NNC(c1ccccc1)=N2
assay / entry	1	15
Insulin prom up	/	0.13
Insulin prom up cell count	/	1063
Myeloid diff 2	i	i
Myeloid diff 2 GFP+ MAC1+ %	1.0	0.1
TNAP activation fold	/	1.1
Dynein cargo inh	0.44	1.4
Dynein cargo inh cytoplasmic EGFP	-0.78	-0.23
Dynein cargo inh nuclear GR-EGFP	0.23	0.65
Dynein cargo inh cell count	-0.0076	-0.97
human PMI inhibition	/	-6%
MT stabilizer	/	3.7
MT stabilizer Hoechst-high %	/	3.1
MT stabilizer cytotoxicity %	/	5.3
T cell modulator	i	i
T cell modulator vesicle-bound %	59	43
Lipid droplet	7	-2
Lipid droplet cells 6.5 µM	650	746
b-catenin transl	-1.9	-0.8
b-catenin transl cell count 5 µM	1176	981

The results go on.
17	Cc1cccc(Nc2nnc(SCC(=O)Nc3ccccc3[N+](=O)[O-])s2)c1
18	NS(=O)(=O)c1ccc(NC(=S)Nc2nn(Cc3ccc(Cl)cc3Cl)cc2Cl)cc1
19	COc1ccccc1NC(=O)Nc1nnc(CC(=O)Nc2cccc(C)c2)s1
20	Cc1ccc(N2C(=O)C(Cc3ccc(O)cc3)NC2=S)cc1C (stereo not drawn)
21	Cc1c(Nc2ccc(C=O)cc2)c(=O)n(-c2ccccc2)n1C
22	CCN1C(=O)c2cccc3c(NC(=O)c4ccc(OC)c(OC)c4)ccc1c23
23	COc1ccc(C(C(=O)NC2CCCC2)N(Cc2cccs2)C(=O)c2ccn[nH]2)cc1OC (stereo not drawn)
24	CCCCC(=O)N=c1sc2cc([N+](=O)[O-])ccc2n1C
assay / entry	17	18	19	20	21	22	23	24
Insulin prom up	-0.27	-2.7	-0.3	0.29	-0.5	0.48	0.76	-0.65
Insulin prom up cell count	1522	952	950	1253	1132	2021	1470	1313
Myeloid diff 2	i	i	i	i	i	i	i	i
Myeloid diff 2 GFP+ MAC1+ %	0.1	0.2	0.5	0.4	0.1	1.0	0.7	0.4
TNAP activation fold	1.1	1.5	/	1	1.1	1.1	1.6	1.1
Dynein cargo inh	1.4	-0.12	3	-0.57	0.56	-0.65	-0.56	0.33
Dynein cargo inh cytoplasmic EGFP	-0.18	-0.27	-0.14	-0.29	-0.17	-0.26	-0.32	-0.28
Dynein cargo inh nuclear GR-EGFP	0.85	-0.3	2.6	-0.65	0.55	-0.32	-0.14	0.44
Dynein cargo inh cell count	-0.42	-0.055	-2.9	0.67	-1.1	0.41	1	0.01
human PMI inhibition	12%	6%	/	-2%	10%	14%	11%	-20%
MT stabilizer	4.8	2.7	/	3.4	3.2	2.5	1.0	2.2
MT stabilizer Hoechst-high %	1.4	2.4	/	3.1	1.5	2.5	0.8	1.7
MT stabilizer cytotoxicity %	2.5	4.4	/	6.8	13	7.6	2.1	4.7
T cell modulator	i	i	i	i	i	i	i	i
T cell modulator vesicle-bound %	35	34	16	11	31	38	37	50
Lipid droplet	10	-3	-21	-26	-13	23	-2	-3
Lipid droplet cells 6.5 µM	625	623	653	660	676	671	573	674
b-catenin transl	-0.2	-2.2	-0.1	-0.2	0.0	-3.5	-1.0	1.5
b-catenin transl cell count 5 µM	1166	980	1323	522	1041	1136	1043	1003

25	O=C(CN1CCCC1)NC(=O)NC1CCCC1
26	CCOC(=O)C1CCN(C(=O)Cc2cccc3ccccc23)CC1
27	NC(=S)Nc1ccc(C(F)(F)F)cc1Cl
28	CCCc1nn(C)c(C(=O)Nc2ccc(Cl)cc2)c1Cl
assay / entry	25	26	27	28
Insulin prom up	-0.14	/	-0.28	/
Insulin prom up cell count	1272	/	1488	/
Myeloid diff 2	i	i	i	i
Myeloid diff 2 GFP+ MAC1+ %	0.4	0.9	0.2	0.0
TNAP activation fold	1.1	1.1	/	1.1
Dynein cargo inh	-0.098	-0.91	-0.2	0.83
Dynein cargo inh cytoplasmic EGFP	-0.28	-0.24	-0.19	-0.25
Dynein cargo inh nuclear GR-EGFP	-0.061	-0.52	-0.069	0.39
Dynein cargo inh cell count	-0.32	0.55	-0.19	-0.19
human PMI inhibition	-9%	10%	/	1%
MT stabilizer	1.6	5.2	/	3.5
MT stabilizer Hoechst-high %	2.3	3.2	/	3.4
MT stabilizer cytotoxicity %	10	6.8	/	5.6
T cell modulator	i	i	i	i
T cell modulator vesicle-bound %	22	19	33	38
Lipid droplet	-21	-7	1	0
Lipid droplet cells 6.5 µM	662	552	737	583
b-catenin transl	-1.9	/	0.0	-0.4
b-catenin transl cell count 5 µM	1078	/	1150	937
